Platelet DG rel: modulates dense granule release in human platelets; actives 0.22% (n = 300,000); inhibition, %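 (compounds screened at 7.5 µM in platelet-rich plasma)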; AID 1663; human platelet-rich plasma, SFLLRN dense granule ATP release, luminescence;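 active = mean replicate score, as percent of positive control, at or above 50; inconclusive = mean below 50 but at least one replicate at or above 50; inactive = mean and every replicate below 50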
GSK3B inh: inhibitors of human GSK3beta kinase | activity score (negative = inhibition), % at 10 µM | AID 2097 | actives 0.038% (n = 300,000) | GST-GSK3beta kinase, ADP-Glo luminescence, 60 min; hits give low values;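 active = more than half of replicate wells score below -50%, meaning over 50% inhibition versus plate controls; inconclusive = some replicates but at most half score below -50%; inactive = no replicate scores below -50%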;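 also: 0% = median DMSO wells and -100% = median GW8510 positive control wells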
Target sequence (P49841 whole entry, looked up): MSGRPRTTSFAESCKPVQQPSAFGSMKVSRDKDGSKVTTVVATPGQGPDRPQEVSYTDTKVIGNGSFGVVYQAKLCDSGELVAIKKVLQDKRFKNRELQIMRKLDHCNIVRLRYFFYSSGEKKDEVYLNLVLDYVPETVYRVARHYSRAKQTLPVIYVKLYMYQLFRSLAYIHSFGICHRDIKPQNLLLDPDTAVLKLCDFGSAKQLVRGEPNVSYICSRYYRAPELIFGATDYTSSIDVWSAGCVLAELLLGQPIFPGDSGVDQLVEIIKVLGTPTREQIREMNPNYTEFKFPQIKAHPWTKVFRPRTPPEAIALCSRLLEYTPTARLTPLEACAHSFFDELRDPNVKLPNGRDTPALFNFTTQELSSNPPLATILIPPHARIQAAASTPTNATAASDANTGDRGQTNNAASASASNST
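test system = GST-tagged human GSK3beta kinase, cell-free | reagent = 25 µM ATP with peptide substrate | dosing = one dose of 10 µM per compound | schedule = 60 min reaction, RT | detection = luminescent ADP-Glo measurement of ADP formed | control set = DMSO neutral wells and GW8510 at 20 µM as positive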
KLF5 inh: suppresses KLF5 promoter-driven expression | inhibition, % at 5 µM | AID 1700 | DLD-1 KLF5 promoter-luciferase reporter, luminescence | actives 0.23% (n = 290,000);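 active = inhibition above a per-plate limit of that plate's mean compound inhibition plus 3 SD, cut at about 60% in these data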;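 also: 0% = DMSO wells and 100% = LY294002 at 200 µM; higher means less KLF5 promoter-driven luciferase light; inactives centre near -14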
HSP90 refold inh: blocks HSP90-mediated luciferase refolding in reticulocyte lysate | Rabbit reticulocyte lysate, luciferase refolding luminescence, 3 h | inhibition, % at 5.6 µM | actives 0.91% (n = 290,000);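 active = inhibition above the screen-wide mean plus 3 SD, computed separately per campaign, cut at about 16% in these data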;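 also: 0% = DMSO wells and 100% = 60 µM geldanamycin wells; inhibitors lower the luminescence because luciferase stays unfolded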
DYRK1A inh: Dyrk1A (rat) kinase inhibition; inhibition, % at 12.5 µM; actives 0.43% (n = 310,000); ADP-Glo luminescence, NFATc1 peptide; AID 504441; in the data active = inhibition above about 50%;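 also: plate controls were vehicle with enzyme for no effect and no enzyme for full effect; many of its hits are not listed in these tables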
HSF1 inhib: HSF1 inhibition. AID 2098. actives 0.77% (n = 300,000). NIH3T3-HGL HSE-luciferase, MG132-induced, luminescence 8 h; hits give low values. activity change, negative = inhibition, % at 7.5 µM (by protocol);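 active = more than half of replicate wells show activity change below -50%, luminescence cut by over half; inconclusive = some wells, but at most half, below -50%; inactive = no replicate well below -50%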;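 also: luciferase reports HSF-1 transcriptional activity via heat shock element; 0% = median of DMSO wells and -100% = zero luminescence signal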
GSK3A inh: inhibitors of human GSK-3 alpha kinase | actives 0.1% (n = 320,000) | ADP-Glo luminescence, 60 min | inhibition, % at 10 µM;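 in the data active = inhibition above about 50%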;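 also: GST-tagged GSK-3 alpha with peptide substrate and 25 µM ATP; 0% = DMSO neutral wells and 100% = GW8510 positive control wells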
Target sequence (P49840 whole entry, looked up): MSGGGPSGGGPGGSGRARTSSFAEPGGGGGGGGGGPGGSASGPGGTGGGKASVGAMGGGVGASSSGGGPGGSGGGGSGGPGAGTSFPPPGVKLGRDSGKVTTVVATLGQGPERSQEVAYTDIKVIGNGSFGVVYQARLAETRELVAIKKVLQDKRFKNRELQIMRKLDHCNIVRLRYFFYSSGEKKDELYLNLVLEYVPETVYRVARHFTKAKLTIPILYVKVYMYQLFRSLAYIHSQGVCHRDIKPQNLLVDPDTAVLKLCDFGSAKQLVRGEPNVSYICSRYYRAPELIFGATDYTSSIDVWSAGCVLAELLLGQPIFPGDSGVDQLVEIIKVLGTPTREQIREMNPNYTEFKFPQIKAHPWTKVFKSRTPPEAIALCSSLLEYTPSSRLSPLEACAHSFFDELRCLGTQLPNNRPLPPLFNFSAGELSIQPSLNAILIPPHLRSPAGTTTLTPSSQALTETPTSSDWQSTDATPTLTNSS
aSyn UTR inh: 5' untranslated region of α-synuclein, MLPCN primary screen. inhibition, % (tested at 7.5 µM). alpha-synuclein 5'UTR reporter, inhibitor activity. actives 0.82% (n = 300,000). AID 1813; in the data active = inhibition above about 60%; inconclusive = no clear call, values can overlap the other calls;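 also: H4 neuroglioblastoma cells stably carrying SNCA 5'UTR luciferase fusion; 0% = DMSO wells and 100% = positive control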
IEC-6 cytotox: IEC-6 cytotoxicity, counter-screen for KLF5 inhibitors; luminescence viability; inhibition, % at 5 µM; actives 0.78% (n = 290,000); in the data active = inhibition above about 22%;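 also: 0% = plate median of test compound wells and 100% = cytotoxic reference compound wells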
HSF-1 act: increases HSF-1 driven luciferase reporter signal; activation, % at 9 µM; NIH3T3-HGL HSF-1 luciferase reporter, MG132, 8 h; 100% = twice DMSO control signal; actives 1.7% (n = 300,000);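 active = mean replicate activation of at least 50% with a set share of replicates each reaching 50%; inconclusive = only one of those two conditions met; inactive = mean below 50% and too few replicates reaching it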;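 also: 0% = median of the neutral control wells and 100% = twice that signal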
Numbers without * were called inactive; u = inconclusive; x = not tested or not shown. This is a subset; count on the stated rates, not on these rows.

| canonical_smiles | Platelet DG rel | aSyn UTR inh | DYRK1A inh | HSP90 refold inh | IEC-6 cytotox | KLF5 inh | HSF1 inhib | GSK3A inh | HSF-1 act | GSK3B inh |
| --- | --- | --- | --- | --- | --- | --- | --- | --- | --- | --- |
| C/C=C(/C)C(=O)O[C@H]1[C@@H](O)c2c(ccc3ccc(=O)oc23)OC1(C)C | 2 | 5 | -1 | -1 | -5 | -3 | -8 | 1 | -13 | -2 |
| CCOc1ccc(N2C(=O)CC(NCc3ccc(S(N)(=O)=O)cc3)C2=O)cc1 (stereo not drawn) | 4 | -11 | -10 | 1 | -10 | -29 | -6 | 0 | 1 | 5 |
| CS(=O)(=O)c1ccc2nc(NC(=O)CCC(=O)c3cccs3)sc2c1 | -33 | -8 | 13 | -1 | 2 | -36 | 3 | 3 | -3 | 1 |
| COc1cc(/C=N/NC(=S)Nc2cccc(S(=O)(=O)N(C)C)c2)cc(OC)c1O | -1 | -15 | -9 | 0 | 5 | -14 | 1 | x | 2 | -3 |
| COc1ccc2nc(N3C(=O)/C(=C/c4ccc(Cl)cc4)NC3=S)sc2c1 | x | x | 1 | 1 | 4 | -14 | x | x | x | x |
| CCC(C)(C)n1nnnc1C(c1ccc(C)cc1)N1CCN(C(=O)c2ccco2)CC1 (stereo not drawn) | 2 | 17 | -11 | -1 | 0 | -17 | -5 | 1 | 12 | 1 |
| COc1cc(CN(C)Cc2nc3cc(C(F)(F)F)ccc3c(=O)[nH]2)ccc1OC(F)F | 14 | 8 | 0 | 0 | -13 | -40 | -3 | 1 | 4 | -1 |
| COc1ccc(CCNC2=NCC(C)S2)cc1 (stereo not drawn) | 2 | -23 | -2 | 1 | 5 | -20 | -6 | -2 | -8 | 0 |
| COc1ccc(-c2nn(-c3ccccc3)cc2C(=O)NC2CCC(C)CC2)cc1 (stereo not drawn) | -4 | -28 | 5 | x | x | x | -4 | 0 | 3 | -2 |
| CCNC(=O)/C(C#N)=C/c1c(N2CC(C)OC(C)C2)nc2ccccn2c1=O (stereo not drawn) | -16 | 14 | x | 3 | 6 | -12 | -4 | 2 | -3 | -1 |
| CCCNCc1cc(OC)c(OCC(=O)Nc2ccccc2)cc1Br | 1 | -51 | -4 | 2 | 2 | -25 | 6 | -1 | 14 | -4 |
| CCn1c(SCC(=O)Nc2nc3ccccc3s2)nc2c(c1=O)SC(C)C2 (stereo not drawn) | 1 | 19 | x | -2 | -7 | -7 | 4 | -3 | 28 | 1 |
| O=C(CC1NCCc2ccccc21)Nc1ccccc1 (stereo not drawn) | -5 | -26 | 4 | 2 | -2 | -23 | 10 | 1 | 22 | 0 |
| CCCCNc1c([N+](=O)[O-])c(=O)n(C)c2ccccc12 | -4 | 2 | -2 | -2 | 8 | -6 | -23 | 2 | -40 | 0 |
| CCCCn1c(SC(C)C(N)=O)nc2cc(C(=O)OC)ccc2c1=O (stereo not drawn) | -9 | -18 | 2 | 28* | 2 | -14 | -4 | -1 | -8 | -2 |
| CCOc1ccc(N2CC(=O)N/C2=N\c2nc(C)cc(C)n2)cc1 | 14 | -19 | -5 | 3 | 1 | -2 | 4 | -1 | 6 | 0 |
| COc1ccc(OCC(O)CNC2CCCC2)cc1 (stereo not drawn) | -8 | 4 | 4 | -1 | -4 | -36 | -5 | -2 | 1 | -1 |
| COc1ccc(CN(CC(=O)NC2CCCC2)C(=O)CCC(=O)Nc2nccs2)cc1 | -2 | -8 | -2 | 4 | 5 | -31 | 4 | 4 | -4 | x |
| CCOC(=O)c1ccc(NC(=O)CCNc2c(N3CCCC3)c(=O)c2=O)cc1 | 10 | 7 | 3 | 6 | 10 | -8 | -6 | -1 | 5 | 2 |
| C=CCOc1c(CNc2ccc(C(=O)O)cc2)cccc1OCC | 7 | -56 | 2 | -2 | 7 | -95 | -1 | 0 | 17 | 0 |
| N#CC/C(N)=N/Nc1nc2ccccc2nc1Cc1ccccc1 | -11 | 22 | 8 | 6 | 1 | -30 | -9 | 2 | -9 | 2 |
| Nc1nc(SCc2ccc(Cl)cc2)[nH]c(=O)c1-c1ccccc1 | 3 | -13 | 1 | -2 | 5 | -1 | 19 | 0 | 19 | 1 |
| CCCN1CCN(C(=O)c2cn(CC(C)C)c(=O)c3cc(OC)c(OC)cc23)CC1 | 0 | 11 | -2 | 0 | 0 | -57 | -7 | 0 | -6 | 1 |
| COCCNC(=O)c1onc(CSc2ccc(Cl)cc2)c1C(=O)O | -5 | 8 | -2 | -2 | -6 | -21 | 9 | -3 | 12 | 4 |
| CN(CC(=O)NC(=O)NCc1ccccc1)CC(=O)Nc1ccc(Cl)c(C(F)(F)F)c1 | 0 | 14 | -6 | x | x | x | 6 | -2 | 23 | 1 |
| O=C(/C=C/c1ccccc1[N+](=O)[O-])Nc1ccccc1 | 22 | -59 | -72 | 2 | 2 | -108 | 15 | 0 | u | 3 |
| O=C(O/N=C(\c1ccccc1)c1ccncc1)c1ccccc1Cl | 1 | 8 | -6 | 5 | -2 | 12 | -6 | -3 | 1 | -1 |
| CCn1c(/C=C/c2c[nH]c3ccccc23)nc2ccccc2c1=O | -5 | -176 | -3 | 3 | 2 | -130 | 32 | 0 | 81* | 0 |
| COc1ccc(CCNC(=O)C2CCCN(S(=O)(=O)c3ccc(F)cc3)C2)cc1OC (stereo not drawn) | -2 | -1 | -1 | -6 | -2 | -14 | -57* | -2 | -67 | 1 |
| Cc1[nH]n(-c2ccc([N+](=O)[O-])cc2)c(=O)c1C=NCCN1CCN(C(=O)c2ccc(F)cc2)CC1 | 4 | 6 | -1 | 13 | 8 | -3 | 0 | -3 | -1 | 2 |
| O=C(c1cc(-c2ccc(O)cc2)on1)N1CCOCC1 | 13 | -43 | 0 | 8 | 1 | -151 | 18 | 5 | -2 | -3 |
| O=C(CSc1nc2ccccc2s1)NCCOc1ccc(Cl)cc1 | 4 | -39 | -1 | 1 | -2 | -6 | -1 | 0 | -13 | 0 |
| CC(C)N(C(=O)COC(=O)c1ccc([N+](=O)[O-])cc1)c1ccccc1 | -2 | -23 | 12 | 2 | 4 | 1 | -1 | 0 | 5 | -5 |
| COC(=O)c1c(NC(=O)C(=O)N2CCCC2)sc2c1CC(C)(C)OC2 | 8 | 7 | -4 | 3 | 11 | -13 | -5 | 1 | -5 | -1 |
| Cc1cc(CNC(=O)COc2ccccc2F)c2ccccc2n1 | 5 | -96 | 5 | -1 | -1 | -79 | 9 | 0 | 13 | 1 |
| CCc1cc(OCCN(C)C)ccc1Cl | 2 | -28 | -1 | -1 | -1 | -15 | 4 | -2 | -2 | 1 |
| O=C1CSC(c2ccccc2[N+](=O)[O-])N1c1ccccc1 (stereo not drawn) | 2 | -1 | 5 | 4 | -1 | -32 | -4 | -2 | -5 | -3 |
| O=C(CSc1n[nH]c(-c2cccnc2)n1)Nc1ccc(Cl)cc1 | 0 | -5 | -4 | -3 | -2 | 6 | 1 | 9 | 7 | -5 |
| COc1cc(OC)c2c(-c3ccccc3)cc(=O)oc2c1C(CC(=O)N1CCN(c2ccccc2)CC1)c1ccc(N(C)C)cc1 (stereo not drawn) | -6 | 21 | 5 | x | x | x | 8 | -2 | 8 | -6 |
| Cc1nn(CC(=O)NCC(C)c2ccccc2)c(=O)c2cc3occc3n12 (stereo not drawn) | -3 | 11 | -6 | -1 | -6 | -32 | 3 | 0 | 0 | 0 |
| COC(=O)c1sc(NC(=S)NC(=O)c2cccc(Br)c2)nc1C | 20 | -104 | 11 | 0 | -22 | -27 | 19 | 0 | 27 | x |
| CC(Oc1ccc([N+](=O)[O-])cc1Cl)C(=O)Nc1ccc(C(N)=O)cc1 (stereo not drawn) | 8 | -17 | -8 | -1 | -2 | -8 | 14 | 0 | 22 | 3 |
| O=C(c1ccco1)N1C(=O)c2cccc3c(S(=O)(=O)N4CCCC4)ccc1c23 | 15 | 26 | 2 | 0 | 3 | -4 | -1 | 1 | -6 | -1 |
| CC1CN(C(=O)COC(=O)c2cc(Cl)ccc2[N+](=O)[O-])CC(C)O1 (stereo not drawn) | 9 | 13 | 2 | -2 | -4 | -10 | 2 | 0 | 12 | 1 |
| Cc1ccccc1-n1c(N)c(C(=O)Nc2ccc(F)cc2)sc1=S | -4 | 37 | -2 | 0 | 1 | -21 | 1 | -3 | 1 | 1 |
| Cc1ccc(S(=O)(=O)N2CCc3ccccc3C2CN2C(=O)c3ccccc3C2=O)cc1 (stereo not drawn) | 7 | 20 | -5 | 0 | 4 | -16 | 2 | 6 | 4 | 1 |
| C/C(=C\c1cccc(Cl)c1Cl)C(=O)c1c(C)cc(C)[nH]c1=O | -2 | -7 | 5 | -1 | -1 | -17 | -1 | -2 | 0 | -3 |
| COc1cccc(NC(=O)COC(=O)c2ccccc2SCC(=O)N2CCCC2)c1 | 2 | -2 | 8 | x | x | x | 4 | -1 | 1 | -5 |
| COC(=O)c1sc(S(=O)(=O)N2CCN(CCO)CC2)c(C(=O)OC)c1C | 0 | -30 | -1 | -2 | -9 | -50 | -5 | -1 | 3 | 7 |
| O=C(c1cn(CC2CCCCC2)nn1)N1CCN(c2ccc(F)cc2)CC1 | 0 | -10 | x | 10 | -4 | -29 | 9 | x | 7 | 1 |
| Cc1ccc(-n2c(SCC(=O)NCCN3C(=O)CSC3=O)nnc2-c2ccccc2F)cc1 | 2 | 14 | 1 | 3 | 2 | 0 | 5 | 3 | 0 | 1 |
| COc1ccc(/C=C2\CCc3ccccc3C2=O)cc1OC | 7 | -9 | 1 | -22 | 0 | -20 | 30 | -3 | 68* | 3 |
| O=C(COc1ccccc1)N1CCCC1 | -8 | -26 | 1 | -1 | -1 | -24 | -1 | 7 | -10 | -2 |
| CCC1CCCCN1Cc1c(O)ccc2c(=O)c(-c3ccccc3OC)coc12 (stereo not drawn) | 4 | 25 | -5 | x | x | x | -6 | 5 | 2 | -2 |

Record cards, from the list above. Order of screens: Platelet DG rel, aSyn UTR inh, DYRK1A inh, HSP90 refold inh, IEC-6 cytotox, KLF5 inh, HSF1 inhib, GSK3A inh, HSF-1 act, GSK3B inh
Entry for Cc1ccc(-n2c(SCC(=O)NCCN3C(=O)CSC3=O)nnc2-c2ccccc2F)cc1 : 2, 14, 1, 3, 2, 0, 5, 3, 0, 1
Entry for O=C(CSc1nc2ccccc2s1)NCCOc1ccc(Cl)cc1 : 4, -39, -1, 1, -2, -6, -1, 0, -13, 0
Entry for O=C(c1cc(-c2ccc(O)cc2)on1)N1CCOCC1 : 13, -43, 0, 8, 1, -151, 18, 5, -2, -3
Entry for C/C(=C\c1cccc(Cl)c1Cl)C(=O)c1c(C)cc(C)[nH]c1=O : -2, -7, 5, -1, -1, -17, -1, -2, 0, -3
Entry for CCc1cc(OCCN(C)C)ccc1Cl : 2, -28, -1, -1, -1, -15, 4, -2, -2, 1
